TDP-43 yeast inh = qHTS of TDP-43 Inhibitors. TDP-43 expressing yeast growth rescue, BacTiter-Glo, 24 h. Potency, µM (top dose mostly 46.1 µM), without a hit: at the top dose growth rescue (activation), actives largely listed as activators. 1.8% of 410,000 active. AID 652104, 2013; further: % of control where 0% means no effect; nearly all actives have a fitted effect of over 50% in size
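Luminescence from BacTiter-Glo reports growth of TDP-43-expressing yeast after 24 hr at 30 deg C with compound. Cells were raffinose-pregrown to mid-log, then seeded in galactose medium at OD600=0.02.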
GLP1R cytotox = qHTS of GLP-1 Receptor Inverse Agonists: Cytotox Screen. HEK293 cAMP-luciferase reporter cells, luminescence, 24 h. Potency, µM (titrated, usually from 38.3 µM), without a hit: top-dose activity change, negative = inhibition, hits mostly inhibitors. 0.13% of 410,000 active;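 further: loss of luciferase light is scored as toxicity; on the % scale 0 is the no-effect control and ±100 the full control effect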
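Luminescence readout: signal drop marks cytotoxicity. Plated cells grew 12 h at 37 °C, 5% CO2, received 23 nL compound for 24 h, then got luciferase reagent, read after 12 min at RT.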
SW480 rereplic = A quantitative high throughput screen for small molecules that induce DNA re-replication in SW480 colon adenocarcinoma cells; Potency, µM (highest dose often 46.1 µM), for the others: at the top dose re-replication activation, actives largely listed as activators; SW480 DNA re-replication, Hoechst DNA content imaging, 48 h; 1.8% of 340,000 active; further: % of control where 0% means no effect; nearly all actives have a fitted effect of over 55% in size
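Image-based DNA-content assay: after two days of treatment, nuclei were labelled with the DNA dye Hoechst and imaged, and hits were compounds raising the count of nuclei showing high fluorescence intensity.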
GLP-1R agonist = qHTS of GLP-1 Receptor Agonists | 0.007% of 380,000 active | HEK293 GLP-1R CRE-luciferase, luminescence, 4-6 h; cells express a hypersensitive GLP-1R form | AID 624172, 2012 | Potency, µM (top dose mostly 45.6 µM), for the others: at the top dose activation, actives largely listed as activators; further: % of control where 0% means no effect
Target sequence (P43220 whole entry, looked up): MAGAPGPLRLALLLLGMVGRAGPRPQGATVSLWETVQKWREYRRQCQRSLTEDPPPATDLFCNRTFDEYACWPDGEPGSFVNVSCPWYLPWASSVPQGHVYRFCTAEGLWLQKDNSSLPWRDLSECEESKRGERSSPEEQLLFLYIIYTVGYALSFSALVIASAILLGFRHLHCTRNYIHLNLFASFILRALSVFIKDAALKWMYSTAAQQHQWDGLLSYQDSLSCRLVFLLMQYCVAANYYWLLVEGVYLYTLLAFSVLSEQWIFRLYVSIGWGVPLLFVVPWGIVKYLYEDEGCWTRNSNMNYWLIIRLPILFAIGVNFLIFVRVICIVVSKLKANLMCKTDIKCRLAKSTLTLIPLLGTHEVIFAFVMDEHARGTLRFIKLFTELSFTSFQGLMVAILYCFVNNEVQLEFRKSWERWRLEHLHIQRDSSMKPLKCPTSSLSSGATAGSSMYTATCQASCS
KB-V1 MDR tox = qHTS assay for MDR1-selective chemotherapeutics: Primary screen using the drug-selected MDR subline cells KB-V1. KB-V1 MDR cells viability, CellTiter-Glo, 72 h. Potency, µM (highest dose often 46.1 µM), for inactives: at the top dose activity change, negative = cytotoxicity, most hits filed as cytotoxic. 3.4% of 400,000 active. AID 1347076, 2019; further: on the % scale 0 is the no-effect control and ±100 the full control effect; nearly all actives have a fitted effect of over 60% in size
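qHTS viability screen in drug-selected KB-V1 MDR cells: 72 h compound treatment at 37 degrees C, ATP luminescence end point.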
GLP-1R inv ag = qHTS of GLP-1 Receptor Inverse Agonists (Inhibition Mode); Glucagon-like peptide 1 receptor (Homo sapiens), P43220; HEK293 GLP-1R CRE-luciferase, luminescence, 24 h; GLP-1R form is constitutively active; Potency, µM (series often up to 38.3 µM), inactives show at the highest dose activity change, negative = inhibition, hits mostly inhibitors; 1.6% of 410,000 active; AID 624417, 2012; further: on the % scale 0 is the no-effect control and ±100 the full control effect; nearly all actives have a fitted effect of over 55% in size
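Inverse agonists were sought by their lowering of basal cAMP reporter luciferase output in HEK293 cells stably carrying constitutively active human GLP-1R, after 24 h compound treatment.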
KB-3-1 tox = qHTS assay for MDR1-selective chemotherapeutics: Primary screen using the parental adenocarcinoma cell KB-3-1. Potency, µM (series often up to 46.1 µM), for inactives: at the top dose activity change, negative = cytotoxic, actives largely listed as cytotoxic. KB-3-1 viability, CellTiter-Glo ATP luminescence, 72 h. AID 1347075, 2019. 1.4% of 400,000 active; further: on the % scale 0 is the no-effect control and ±100 the full control effect; nearly all actives have a fitted effect of over 60% in size
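Parental KB-3-1 adenocarcinoma cells in phenol-red-free DMEM with 10% FBS were pin-treated with compounds at several concentrations, incubated 72 h at 37 °C, and viability read by CellTiter-Glo luminescence; concentration-effect curves were fitted after normalization.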
HT1080-NT tox = qHTS for induction of synthetic lethality in tumor cells producing 2HG: qHTS for the HT-1080-NT fibrosarcoma cell line. HT-1080-NT fibrosarcoma viability, CellTiter-Glo ATP luminescence, 48 h. Potency, µM (series often up to 46.1 µM), inactives show at the top dose activity, negative = less viability, most hits filed as cytotoxic. 1.6% of 360,000 active. AID 686970, 2013;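 further: NT is the 2HG producing partner of a matched IDH1 knockdown line; 0% = DMSO-treated cells and -100% = media-only wells without cells; nearly all actives have a fitted effect of over 55% in size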
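750 cells/well, RPMI + 5% FBS; 2 h settle, compound pin-transfer, 48 h at 37 degrees C. CellTiter-Glo 10 min RT, luminescence. Normalized to DMSO and media-only wells.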
HT1080 IDH1KD tx = qHTS for induction of synthetic lethality in tumor cells producing 2HG: qHTS for the HT-1080-IDH1KD cell line | HT-1080 IDH1 knockdown viability, ATP luminescence, 48 h | Potency, µM (titrated, usually from 46.1 µM), inactives show at the highest dose activity, negative = toxicity, usual class: cytotoxic | 2% of 360,000 active;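 further: 0% = DMSO wells and -100% = cell-free medium wells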
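% activity derives from luminescence (CellTiter-Glo), normalised to DMSO and no-cell wells. HT-1080-IDH1KD cells, 750/well, had 48 h compound exposure at 37 °C.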
An asterisk follows results filed as active; u = inconclusive; x = no result given; & = joins results of further samples; [ ] = another dose, or the depositor's remark. The call rests on the fitted dose curve; in most records, active means well fitted curve in the direction sought with a large enough effect; inconclusive means small, poorly fitted or top-dose-only effect, or another doubt; inactive means no such curve, though single readings can be large; an effect the other way counts as inactive or inconclusive. Potency means the concentration at half of the fitted maximal effect. Compounds as they come (roughly 9.4% active in at least one column).

mol | TDP-43 yeast inh | GLP1R cytotox | SW480 rereplic | GLP-1R agonist | KB-V1 MDR tox | GLP-1R inv ag | KB-3-1 tox | HT1080-NT tox | HT1080 IDH1KD tx
COc1ccc(N(CC(=O)NCC(C)C)S(=O)(=O)c2ccccc2)cc1 | -0.6% | -0.4% | -8.6% | 6.4% | u | u | 21.2% | -4.3% | -4.8%
CCc1ccc2[nH]c(=O)c(CN(CCN(C)C)C(=O)Nc3ccccc3)cc2c1 | 2.9% | -23.8% | 26.4% | 3.3% | -1.9% | 8.91µM* | -14.9% | u | u
O=C(NCc1cccs1)c1ccc(N2CCCC2=O)cc1 | -13.6% | 25.3% | -12.6%[9.22 µM] | 8.4% | -12.2% | 12.5% | 29.9% | 18.8% | 9.6%
CN(C)S(=O)(=O)c1ccc2nc(NC(=O)c3cccs3)sc2c1 | 5.6% | -14.5% | -13.8% | -7.2% | u | u | -17.7% | 5.5% | 4.8%
COc1ccc(C2(CNC(=O)c3cc(OC)c(OC)c(OC)c3)CCCC2)cc1OC | x | -0.2% | -32.4%[inhibitor][1.84 µM] | 29.2% | 1.7% | 10.8% | 21.6% | -23.4% | -21.6%
CS(=O)(=O)c1ccc(CNC(=O)[C@]2(C(F)(F)F)C[C@H](CCc3ccccc3)CCCO2)cc1 | 18.9% | -6.3% | -20.8%[9.22 µM] | 3.9% | -8.5% | u | -5.3% | -3.4% | -3.0%
CCc1nnc(NC(=O)c2ccc(COc3ccccc3)o2)s1 | 1.0% | 4.0% | -1.6% | 0.9% | 14.6µM* | 0.5% | 0.3% | u | 11.8%
CC1(C)CC(NC(=S)NC(=O)c2cc(Br)ccc2Cl)CC(C)(C)N1 | 3.4% | -13.4% | 8.0% | 10.8% | -8.1% | u | -5.7% | -17.1% | 1.3%
CCc1ccc(C(=O)NNc2cc(Cl)ccc2Cl)cc1 | -5.3% | -8.9% | -10.9% | -1.2% | u | u | -10.1% | -2.1% | -7.4%
CN(C)C(=O)c1cn(-c2ccccc2)c(=O)c2ccccc12 | -6.0% | 2.0% | -2.2% | 0.1% | -31.7% | 6.1% | 10.3% | 0.8% | 5.7%
O=C(Nc1nc2ccccc2s1)c1ccc2sc([C@H]3C[C@H](O)[C@@H](CO)O3)nc2c1 | 20.6% | -28.9% | x | -11.4% | 2.5% | u | -1.1% | u | u
Cc1ccc(CNC(=O)C2CCCN(S(=O)(=O)c3c(C)noc3/C=C/N(C)C)C2)cc1 (stereo not drawn) | -14.6% | 5.2% | 15.6% | 2.8% | 0.0% | -13.4% | 0.6% | 1.4% | -0.6%
Cc1c(Cl)cccc1Nc1ncccc1C(=O)O | 25.0%&26.1% | 6.0%&-5.1% | -11.9%&-6.0%&-7.2% | -2.9%&-0.6%&-2.3% | -1.1%&-0.6% | 1.2%&-1.1% | 0.0%&0.0% | -1.1%&7.1% | -5.2%&-4.7%
O=C(COC(=O)/C=C/c1ccc(F)cc1)NC1CCCC1 | 13.4% | 7.2% | -8.9% | -4.0% | -0.3% | 3.1% | -5.3% | 15.6% | 12.7%
c1cc(CNCCCN2CCOCC2)ccn1 | -4.0% | 2.5% | 0.1% | -14.5% | u | 11.6% | -0.8% | 15.3% | 13.6%
N#CC1(c2ccccc2)CCC(=O)N1Cc1ccccc1 (stereo not drawn) | -11.5% | 14.6% | -0.2% | 7.8% | -2.6% | -16.1% | -5.3% | -7.0% | -13.6%
O=C(Nc1ccccc1)OCC1COC(c2ccccc2)(c2ccccc2)O1 (stereo not drawn) | 20µM* | -22.9% | -9.9% | -6.5% | -20.9% | u | -0.9% | -0.8% | 10.7%
C[n+]1cc(-c2ccccc2)oc1-c1ccccc1 | 5.4% | 17.0% | -2.2% | -0.2% | 14.1% | -5.5% | 1.4% | 0.6% | -0.9%
CCOc1ccc(CCNC(=O)COC(=O)c2cccnc2Cl)cc1OCC | -11.4% | -4.2% | -35.1%[inhibitor] | 15.2% | u | 83.9%[activator] | -9.0% | -8.6% | -4.3%
O=C(Nc1cccc(Cl)c1)OCCOC(=O)Nc1cccc(Cl)c1 | -64.1%[inhibitor] | u | 23.9% | 13.3% | 9.5% | 10µM* | -7.5% | u | 23.1µM*
CCC(C)N(C(=O)COC(=O)c1nc2nc(C)cc(C)n2n1)C1CCS(=O)(=O)C1 (stereo not drawn) | -4.9% | -3.4% | -1.2% | 0.9% | u | 5.0% | -1.9% | -0.2% | 4.3%
S=C(Nc1ccc(Oc2ccccc2)cc1)N1CCOCC1 | 0.0% | -1.5% | -9.1% | 7.0% | 12.4% | 13.7% | -0.2% | -4.8% | 1.5%
O=C(NCC1COc2ccccc2O1)c1ccc(NC(=O)C2CCCO2)cc1 (stereo not drawn) | 19.5% | -6.4% | -5.3% | -4.0% | -14.7% | -6.2% | 28.3% | 17.2% | 15.8%
COc1ccc(C)cc1NC(=O)CSc1nnc2ccc(-c3cccnc3)nn12 | 16.2% | 13.1% | -4.4% | 2.3% | -4.4% | 18.6% | -1.3% | -3.6% | 0.8%
COc1ccc(OC)c(S(=O)(=O)NCc2ccccc2)c1 | 18.9% | 7.9% | 1.0% | 8.4% | -22.4% | 11.5% | -3.2% | -2.2% | 7.0%

Quoted from the listing.
CCC(C)N(C(=O)COC(=O)c1nc2nc(C)cc(C)n2n1)C1CCS(=O)(=O)C1 (stereo not drawn) – HT1080-NT tox: -0.2%
CN(C)C(=O)c1cn(-c2ccccc2)c(=O)c2ccccc12 – KB-3-1 tox: 10.3%

Other structures:
mol | TDP-43 yeast inh | GLP1R cytotox | SW480 rereplic | GLP-1R agonist | KB-V1 MDR tox | GLP-1R inv ag | KB-3-1 tox | HT1080-NT tox | HT1080 IDH1KD tx
Cc1cc(C)c(NC(=O)CNC(=O)COC(=O)Cc2ccccc2C)c(C)c1 | 4.1% | 0.2% | 1.5% | -8.9% | -27.0% | -13.0% | -20.7% | 3.7% | -4.8%
O=C(Nc1ccc2c(c1)OCO2)c1cc(C2CCCCN2C(=O)c2ccccc2)on1 (stereo not drawn) | 0.2% | -3.2% | x | 0.1% | -0.3% | -17.5% | 0.0% | -20.1% | 1.4%
Cc1cccc(OCC(=O)Nc2ccc(C(=O)O)cc2NC(=O)COc2cccc(C)c2)c1 | 9.2% | -2.4% | -5.0% | 2.6% | 3.0% | 4.9% | -4.1% | -1.0% | -2.5%
Cc1ccccc1NC(=O)c1cc(=O)c2ccccc2o1 | 12.6µM* | 0.2% | -1.6% | 0.6% | -0.5% | 6.7% | -2.7% | 5.2% | 1.0%
Cc1cccc(C(=O)OCC(=O)NCc2ccc(Cl)cc2)c1 | 9.7% | -1.9% | x | 7.1% | 8.5% | -8.7% | -0.2% | -0.6% | 8.0%
NS(=O)(=O)c1ccc(CCNC(=O)C2(S(=O)(=O)c3ccc(Cl)cc3)CC2)cc1 | -7.9% | -4.6% | 13.7% | 4.4% | 16.8% | 15.6% | 12.1% | 0.3% | -10.5%
CC(C)(C)n1ncc2c(=O)n(Cc3ccccc3Br)cnc21 | x | x | -1.1% | 2.7% | u | x | -8.1% | x | x
Cc1ccccc1-c1ocnc1C(=O)Nc1ccccc1NC(=O)c1ccccn1 | -0.8% | u | u | 12.6% | u | 3.98µM* | -12.2% | 3.66µM* | u
CC(C)c1ccc(Nc2n[nH]c(=S)s2)cc1 | 14.1µM* | 6.1% | x | -8.0% | 6.4% | 23.4% | 0.0% | u | 19.9%
CN(c1ccc(O)cc1)S(=O)(=O)c1ccc2ccccc2c1 | 0.0% | 1.5% | 3.7% | 9.1% | u | -21.1% | u | -21.3% | -12.2%
CC(CN1CCN(C/C=C/c2ccccc2)CC1)c1ccccc1 (stereo not drawn) | -4.5% | -22.7% | 0.0% | 0.0% | -15.0% | -27.5% | 11.2% | 10.1% | 13.2%
COc1ccc(OCCCC(=O)OCC(=O)Nc2c(C)nn(-c3ccccc3)c2C)cc1 | 12.9% | 2.7% | 56.4% | -3.4% | 23.6% | -1.5% | 10.2% | 4.4% | 0.2%
CC1(C)CC(=O)C=C(Nc2cc(-c3ccccc3)[nH]n2)C1 | -20.5% | -0.2% | 5.6% | -9.5% | u | -5.3% | -3.5% | -4.3% | u
COc1ccc(-c2coc3cc(O)ccc3c2=O)cc1OC | 15.8% | 13.8% | 2.9% | 4.2% | 3.1% | 89.5%[activator] | 12.4% | 5.7% | 9.2%
S=c1[nH]nc(-c2n[nH]c3c2CCC3)n1/N=C/C=C/c1ccccc1 | 16.1% | -2.6% | u | 2.5% | 2.6% | -7.6% | -17.7% | -5.9% | -0.1%
COc1cc(NC(=O)COc2cc(O)c3c(c2)OC(C)(C)CC3=O)cc(OC)c1OC | 16.2% | -3.4% | -4.5% | u | u | -30.6% | -20.0% | -20.2% | u
CC(C)CNC(=O)c1cccc(NC(=O)C(C)Oc2ccccc2)c1 (stereo not drawn) | 8.4% | -0.9% | -0.6% | 2.3% | u | -11.6% | -4.8% | 4.0% | 24.8%
CN(C)S(=O)(=O)c1cc(NC(=O)CSc2nn(-c3ccc(Cl)cc3)c(=S)s2)ccc1Cl | -2.2% | -3.3%[1.53 µM] | 16.4% | -14.6% | 16.4µM* | -21.2% | u | u | u
Cc1cnc(C(=O)N2CCCC(C(=O)c3cccc(OC(C)C)c3)C2)cn1 (stereo not drawn) | -5.4% | 5.1% | 18.8% | -0.7% | 10.1% | 16.2% | -19.3% | 3.1% | -3.7%
CC(=O)c1c(C(C)=O)c(C)n(Cc2ccc3c(c2)OCO3)c1C | 4.6% | 20.0% | 1.2% | -8.0% | 2.59µM* | -6.7% | 13µM* | -9.2% | -7.8%
COc1ccc(N(C(=O)c2snc(C(N)=O)c2N)C(C(=O)NC2CCCCC2)c2ccc(C)o2)cc1 (stereo not drawn) | 3.5% | -6.6% | u | 14.2% | u | u | -11.2% | u | -7.6%

Screening data as filed in PubChem BioAssay.
